GASC1 inh = KDM4C (human) demethylase inhibition; Q9H3R0; GST-KDM4C 2-372, H3K9me3 peptide, LANCE TR-FRET; inhibition, % at 12.5 µM; actives 0.15% (n = 96,000); AID 720574;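 active = mean replicate inhibition above about 25%, with at least 55% of replicates also reaching it, limit read from the data, passing the limit was not always enough; inconclusive = only one of those two conditions met; inactive = neither condition met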
Target sequence (Q9H3R0 2-372 limits assumed): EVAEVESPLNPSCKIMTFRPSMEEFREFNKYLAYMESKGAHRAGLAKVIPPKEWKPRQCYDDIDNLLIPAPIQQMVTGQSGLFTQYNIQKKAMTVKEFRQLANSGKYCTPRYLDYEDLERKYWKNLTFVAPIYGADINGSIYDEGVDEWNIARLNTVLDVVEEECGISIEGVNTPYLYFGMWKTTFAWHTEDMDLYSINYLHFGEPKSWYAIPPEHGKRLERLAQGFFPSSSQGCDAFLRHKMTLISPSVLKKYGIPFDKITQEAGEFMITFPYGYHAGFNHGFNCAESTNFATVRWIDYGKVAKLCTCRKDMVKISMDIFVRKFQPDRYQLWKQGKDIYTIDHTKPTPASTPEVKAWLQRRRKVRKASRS
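Compound: one test concentration per compound; Material: GST-GASC-1 enzyme fragment 2-372; Amount: GASC-1 enzyme at 10 nM final in reaction; Also added: H3K9me3 peptide substrate, Fe(II), 2-oxoglutarate; Technique: LANCE TR-FRET; Times: 30 min demethylation and 1 h detection at room temperature.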
C diff growth = blocks growth of Clostridium difficile; actives 0.25% (n = 86,000); growth activity, negative = inhibition, % at 16 µg/mL (by protocol); Clostridium difficile clinical isolate growth, OD600, 24 h; hits give low values;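 active = mean growth activity at or below -80% and every replicate also at or below -80%; inconclusive = mean at or below -80% but some replicate above -80%; inactive = mean growth activity above -80%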;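 also: 0% = DMSO wells and -100% = levofloxacin 16 µg/mL wells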
T cruzi growth = T. cruzi proliferation inhibition; T. cruzi beta-gal in NIH3T3, GalScreen luminescence, 90 h; inhibition, % at 8.34 µM; actives 5.9% (n = 77,000); AID 624255;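 active = mean inhibition above about 93%, with at least 55% of replicates each passing it, limit read from the data, passing the limit was not always enough; inconclusive = only one of those two conditions holds; inactive = neither condition holds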
Pf Dd2 inh = blocks growth of Plasmodium falciparum Dd2 parasites. P. falciparum Dd2 growth, SYBR Green, 72 h; hits give low values. activity change, % at 10 µM. actives 2.3% (n = 94,000); in the data active = activity change below about -80%; inconclusive = no clear call, values can overlap the other calls
Active calls of the source: *; ? = inconclusive; . = not tested or not shown; & = joins results of further samples.

Values run as follows: GASC1 inh	C diff growth	T cruzi growth	Pf Dd2 inh
> COc1ccc(-c2ccccc2[C@H]2[C@@H](C#N)N(C(=O)C3CCOCC3)[C@H]2CO)cc1
→ -1.0	-14	.	-9
> O=C(C[C@H]1CC[C@@H]2NC[C@@H](O)COC[C@H]2O1)NC1Cc2ccccc2C1
→ -0.4	-2&-9	14	.
> CCC(=O)N[C@@H]1CC[C@H](CCNC(=O)Nc2ccc(F)cc2)O[C@H]1CO
→ 0.8	0	-9	-7
> COc1ccc(C#Cc2ccc([C@H]3[C@@H](CO)N4CCCCN(S(=O)(=O)c5cn(C)cn5)C[C@@H]34)cc2)cc1
→ -1.3	-20	60	21
> COCC#Cc1ccc2c(c1)O[C@H](CN(C)C(=O)Nc1ccc(OC)cc1)[C@H](C)CN([C@@H](C)CO)S2(=O)=O
→ -0.9	-2	-35	-2
> O=C(NCc1ccccc1F)[C@H]1N[C@H]2c3ccc(-c4ccccc4F)c(=O)n3C[C@H]2[C@@H]1CO
→ -0.9	0	6	-32
> O=C(Nc1ccccc1F)N[C@H]1C=C[C@H](CC(=O)N2CCCCC2)O[C@H]1CO
→ -0.6	-3	0	8
> COc1ccc(NC(=O)Nc2ccc3c(c2)CC(=O)N([C@H](C)CO)C[C@@H](C)[C@@H](CN(C)Cc2ccc(Oc4ccccc4)cc2)O3)cc1
→ 14	15	22	-9
> C[C@H](CO)N1C[C@H](C)[C@H](CN(C)Cc2ccc(Cl)c(Cl)c2)Oc2ccc(NC(=O)NC3CCCCC3)cc2C1=O
→ 0.2	10	89	10
> COc1ccc(S(=O)(=O)N2CCCCN3[C@H](CO)[C@@H](c4ccc(C#CC5CC5)cc4)[C@H]3C2)cc1
→ 2.5	35	?	-8
> C[C@H](CO)N1C[C@H](C)[C@H](CN(C)C(=O)Nc2ccc3c(c2)OCO3)Oc2ncc(C#CC3(O)CCCC3)cc2C1=O
→ 0.5	2	.	-1
> CCCC(=O)Nc1ccc2c(c1)C(=O)N(C)C[C@@H](OC)[C@H](C)CN(C(=O)c1ccncc1)[C@@H](C)CO2
→ 6.0	0	-104	22
> O=C(Nc1ccccc1F)N1CC(=O)N2[C@H](C1)[C@H](c1ccc(C#Cc3ccccc3)cc1)[C@@H]2CO
→ 0.9	2	.	11
> COCC(=O)N1CC(=O)N2[C@H](CO)[C@H](c3ccc(C#Cc4cccc(OC)c4)cc3)[C@H]2C1
→ -0.2	-4	.	-38
> C[C@H](CO)N1C[C@H](C)[C@H](CN(C)CC2CCOCC2)Oc2cc(C#CC3CC3)ccc2S1(=O)=O
→ -0.8	2	86	-31
> C[C@@H]1CCCCO[C@@H](CN(C)S(C)(=O)=O)[C@@H](C)CN([C@@H](C)CO)C(=O)c2cc(NC(=O)CCC(F)(F)F)ccc2O1
→ 2.5	-3	-1	-50
> C[C@@H]1CCCCO[C@@H](CN(C)Cc2ccc(C(=O)O)cc2)[C@H](C)CN([C@@H](C)CO)C(=O)c2cc(NC(=O)CCC(F)(F)F)ccc2O1
→ 0.3	1	-27	56
> C[C@H]1CN([C@@H](C)CO)S(=O)(=O)c2ccc(-c3ccncc3)cc2O[C@@H]1CN(C)C(=O)C1CCCCC1
→ -1.2	1	53	-44
> CC(C)NC(=O)Nc1ccc2c(c1)C(=O)N([C@H](C)CO)C[C@H](C)[C@H](CN(C)S(C)(=O)=O)OCCCC[C@H](C)O2
→ 0.4	.	-47	35
> CCC(=O)Nc1ccc2c(c1)C(=O)N(C)[C@H]1CC[C@H](CC(=O)NCCCN(C)C)O[C@H]1CO2
→ 5.0	-8	60	3
> C[C@H]1CCCCO[C@H](CN(C)C(=O)Nc2ccc(F)cc2)[C@@H](C)CN([C@@H](C)CO)C(=O)c2cc(NC(=O)CCC(F)(F)F)ccc2O1
→ 1.6	.	76	-55
> O=C(C[C@@H]1CC[C@@H](NC(=O)Nc2ccc3c(c2)OCO3)[C@@H](CO)O1)NCc1ccc(Cl)cc1
→ 0.1	8	-48	26
> Cc1noc(C)c1NC(=O)N(C)C[C@@H]1Oc2ncc(C#CC3CC3)cc2C(=O)N([C@@H](C)CO)C[C@H]1C
→ 0.3	.	53	17
> COCC(=O)N[C@@H]1C[C@@H]2O[C@H](CO)CC[C@@H]2O[C@@H]1CCc1ccc(-c2ccccc2)cc1
→ .	-11	.	-8
> COCCNC(=O)C[C@H]1C[C@@H]2c3cc(NC(=O)c4ccc5c(c4)OCO5)ccc3O[C@@H]2[C@H](CO)O1
→ -2.9	7	.	12
> COCC(=O)N1C[C@@H](C)[C@@H](OC)CN(C)C(=O)c2ccc(NC(=O)NC(C)C)cc2OC[C@@H]1C
→ -1.1	10	23	8
> C[C@@H]1CN([C@@H](C)CO)S(=O)(=O)c2ccc(C#CC3(O)CCCC3)cc2O[C@@H]1CN(C)C(=O)Cc1ccccc1
→ -3.1	1	-20	-4
> CCCNC(=O)N1CC[C@@H]2[C@@H](CO)N(C)c3ccc(-c4ccc(F)cc4)cc3[C@@H]21
→ 0.6	24	64	-46
> C[C@H]1CN([C@@H](C)CO)C(=O)c2cccc(NC(=O)Nc3ccc(C(F)(F)F)cc3)c2O[C@H]1CN(C)S(=O)(=O)c1cccs1
→ -0.8	25	90	-18
> Cc1ccccc1-c1ccc([C@@H]2[C@@H](CO)N3C(=O)CN(S(C)(=O)=O)C[C@H]23)cc1
→ 0.4	1	.	-42
> Cc1ccccc1-c1ccc([C@H]2[C@H](CO)N3C(=O)CN(C(=O)c4ccc(F)cc4)C[C@@H]23)cc1
→ -1.1	21	.	2
> C/C=C/c1cnc2c(c1)C(=O)N([C@@H](C)CO)C[C@H](C)[C@@H](CN(C)C(=O)c1cccnc1)O2
→ 0.1	0	40	12
> CNC[C@H]1OCCCC[C@H](C)Oc2ccc(NS(=O)(=O)c3cn(C)cn3)cc2C(=O)N([C@@H](C)CO)C[C@H]1C
→ -0.4	3	50	43
> C[C@@H]1CN([C@H](C)CO)C(=O)CCCn2nncc2CO[C@H]1CN(C)C(=O)c1cc(-c2ccccc2)on1
→ -1.7	-1&-2	-11&-159	-6&4
> CC(C)NC(=O)N(C)C[C@H]1Oc2cc(-c3cccnc3)ccc2S(=O)(=O)N([C@@H](C)CO)C[C@@H]1C
→ 2.7	-1	7	41
> CCNC(=O)C[C@@H]1CC[C@H]2[C@@H](COc3ccc(NC(=O)c4ccccc4Cl)cc3C(=O)N2C)O1
→ .	0	2	-10
> CCN(C[C@H]1[C@H](c2ccccc2)[C@@H](CO)N1C(C)=O)C(=O)c1ccccn1
→ -1.7	-5	70	-3
> C[C@@H]1CN([C@@H](C)CO)C(=O)c2cc(NC(=O)Nc3ccc4c(c3)OCO4)ccc2O[C@@H]1CN(C)C(=O)Nc1cccc2ccccc12
→ -2.0	.	51	-50
> CS(=O)(=O)N1[C@@H](C#N)[C@@H](c2ccc(C#Cc3cccc(F)c3)cc2)[C@@H]1CO
→ -0.8	-1	90	-2
> C[C@H]1CN([C@@H](C)CO)C(=O)Cc2cc(NC(=O)NC3CCCCC3)ccc2O[C@@H]1CN(C)S(=O)(=O)c1ccc(Cl)cc1
→ -2.9	-16	23	-39
> CN1C(=O)c2cc(NC(=O)C3CCOCC3)ccc2OC[C@H]2O[C@@H](CC(=O)NCCc3ccncc3)CC[C@H]21
→ -4.4	-7	-17	.
> COc1cccc(NC(=O)N2C[C@@H](O)COC[C@H]3O[C@@H](CC(=O)NCc4ccccc4F)CC[C@@H]32)c1
→ -0.1	-5&-9	.	22
> COc1ccc(S(=O)(=O)N(C)C[C@H]2Oc3ccc(NS(=O)(=O)c4ccc(Cl)cc4)cc3C(=O)N([C@@H](C)CO)C[C@@H]2C)cc1
→ 0.1	.	-52	-32
> COc1cccc(NC(=O)N[C@H]2C=C[C@@H](CC(=O)N3CCOCC3)O[C@@H]2CO)c1
→ -0.1	1	23	2
> O=C(Nc1cc(F)ccc1F)N1CC(=O)N2[C@H](C1)[C@H](c1ccc(C#CC3CCCC3)cc1)[C@@H]2CO
→ .	60	.	-29
> Cc1ccc(S(=O)(=O)Nc2ccc3c(c2)C(=O)N([C@H](C)CO)C[C@H](C)[C@@H](CN(C)Cc2ccc(Oc4ccccc4)cc2)O3)cc1
→ -0.5	.	42	-5
> Cc1ccc(S(=O)(=O)N2CC[C@H]3[C@H](CO)Nc4ccc(C#Cc5ccc(F)cc5)cc4[C@H]32)cc1
→ -1.4	2	3	9
> O=C(c1ccccc1)N1C[C@@H]2[C@H](c3ccccc31)[C@@H](CO)N2C(=O)c1ccccn1
→ 3.1	-5	0	-6
> COc1ccc(NC(=O)N2C[C@H](O)COC[C@@H]3O[C@@H](CC(=O)N4CCCCC4)CC[C@H]32)cc1
→ 0.5	4&-5	28	40
> CCCC#Cc1ccc2c(c1)O[C@H](CN(C)C(=O)c1ccccc1F)[C@H](C)CN([C@@H](C)CO)S2(=O)=O
→ -1.2	12	88	-72
> O=C(C[C@@H]1C[C@@H]2c3cc(NC(=O)C4CCC4)ccc3O[C@@H]2[C@@H](CO)O1)NCc1ccccc1
→ 1.8	.	6	-11
> C[C@H]1CN([C@@H](C)CO)C(=O)c2cc(/C=C/c3ccccc3)cnc2O[C@@H]1CN(C)C
→ -0.9	-3	.	10
> CN(C)CC(=O)Nc1ccc2c(c1)[C@H]1C[C@@H](CC(=O)N3CCOCC3)O[C@H](CO)[C@H]1O2
→ -3.0	-2	-7	25
> C[C@H](CO)N1C[C@H](C)[C@H](CN(C)C(=O)NC2CCCCC2)Oc2ccc(NS(=O)(=O)c3ccc(Cl)cc3)cc2C1=O
→ 0.1	-2	18	4
> COc1ccccc1-c1cnc2c(c1)C(=O)N([C@H](C)CO)C[C@@H](C)[C@@H](CN(C)CC1CCCC1)O2
→ 0.4	3	-11	-8
> C[C@@H]1CN([C@H](C)CO)C(=O)c2cccc(NC(=O)c3ccc(-c4nccs4)cc3)c2O[C@@H]1CN(C)Cc1ccc(Oc2ccccc2)cc1
→ -4.5	.	61	-49
> COCC(=O)Nc1ccc2c(c1)OC[C@H](C)N(Cc1ccccc1F)C[C@@H](C)[C@@H](OC)CN(C)C2=O
→ 2.1	2	35	-27
> Cc1noc(C)c1NC(=O)N[C@@H]1CC[C@@H](CCNC(=O)C2CCC2)O[C@@H]1CO
→ -2.5	1	.	-3
> C[C@@H]1CCCCO[C@@H](CN(C)S(=O)(=O)c2ccccc2)[C@@H](C)CN([C@H](C)CO)C(=O)c2cc(NC(=O)CCCN(C)C)ccc2O1
→ -1.0	-9	-2	24
> COc1ccc(CN(C)C[C@H]2OCCCC[C@H](C)Oc3ccc(NC(=O)CCC(F)(F)F)cc3C(=O)N([C@H](C)CO)C[C@H]2C)cc1
→ 0.5	1	-1	-35

Next part:
Values run as follows: GASC1 inh	C diff growth	T cruzi growth	Pf Dd2 inh
> C[C@H]1CN([C@@H](C)CO)S(=O)(=O)c2ccc(-c3cncnc3)cc2O[C@@H]1CN(C)C
→ -1.1	2	24	10
> O=C(N[C@@H]1CC[C@@H](CCNS(=O)(=O)c2ccc(F)cc2)O[C@@H]1CO)C1CCC1
→ -1.7	3	7	16
> CCNC(=O)C[C@H]1CC[C@H]2[C@@H](COC[C@@H](O)CN2C(=O)Nc2c(C)noc2C)O1
→ -0.1	.	6	2
> COc1ccc(-c2ccc3c(c2)O[C@@H](CN(C)C(=O)c2ccccc2F)[C@@H](C)CN([C@H](C)CO)S3(=O)=O)cc1
→ -3.5	-11	86	-73
> C[C@@H]1CN([C@@H](C)CO)S(=O)(=O)c2ccc(C3=CCCCC3)cc2O[C@@H]1CN(C)C(=O)C1CCC1
→ -0.4	6	48	0
> C[C@H](CO)N1C[C@H](C)[C@@H](CN(C)C)OCCCC[C@H](C)Oc2ccc(NC(=O)Nc3cccc4ccccc34)cc2C1=O
→ 0.9	-1	27	25
> CC(C)NC(=O)N(C)C[C@@H]1Oc2ncc(-c3cccc(F)c3)cc2C(=O)N([C@H](C)CO)C[C@@H]1C
→ 0.9	-1	-12	-1
> CNC[C@@H]1Oc2ncc(C#CCC(C)C)cc2C(=O)N([C@H](C)CO)C[C@@H]1C
→ -0.2	14	.	-37

Screens as filed in PubChem.
